# Bioassay records: PubChem, National Center for Advancing Translational Sciences (NCATS)
# EPAC2 antag = blocks human EPAC2 exchange factor. EPAC2 GEF exchange of Rap1B-BODIPY-GDP, fluorescence. Q8WZA2. hit rate 0.18% among 360,000. Potency, µM (doses to about 114 µM), for the others: at the top dose activity, negative = inhibition, actives largely listed as inhibitors; further: potency means the concentration at half of the fitted maximal effect; on the % scale 0 is the no-effect control and ±100 the full control effect; nearly all actives have a fitted effect of over 45% in size; many of its hits are not listed in these tables
# Target sequence (Q8WZA2 whole entry, looked up): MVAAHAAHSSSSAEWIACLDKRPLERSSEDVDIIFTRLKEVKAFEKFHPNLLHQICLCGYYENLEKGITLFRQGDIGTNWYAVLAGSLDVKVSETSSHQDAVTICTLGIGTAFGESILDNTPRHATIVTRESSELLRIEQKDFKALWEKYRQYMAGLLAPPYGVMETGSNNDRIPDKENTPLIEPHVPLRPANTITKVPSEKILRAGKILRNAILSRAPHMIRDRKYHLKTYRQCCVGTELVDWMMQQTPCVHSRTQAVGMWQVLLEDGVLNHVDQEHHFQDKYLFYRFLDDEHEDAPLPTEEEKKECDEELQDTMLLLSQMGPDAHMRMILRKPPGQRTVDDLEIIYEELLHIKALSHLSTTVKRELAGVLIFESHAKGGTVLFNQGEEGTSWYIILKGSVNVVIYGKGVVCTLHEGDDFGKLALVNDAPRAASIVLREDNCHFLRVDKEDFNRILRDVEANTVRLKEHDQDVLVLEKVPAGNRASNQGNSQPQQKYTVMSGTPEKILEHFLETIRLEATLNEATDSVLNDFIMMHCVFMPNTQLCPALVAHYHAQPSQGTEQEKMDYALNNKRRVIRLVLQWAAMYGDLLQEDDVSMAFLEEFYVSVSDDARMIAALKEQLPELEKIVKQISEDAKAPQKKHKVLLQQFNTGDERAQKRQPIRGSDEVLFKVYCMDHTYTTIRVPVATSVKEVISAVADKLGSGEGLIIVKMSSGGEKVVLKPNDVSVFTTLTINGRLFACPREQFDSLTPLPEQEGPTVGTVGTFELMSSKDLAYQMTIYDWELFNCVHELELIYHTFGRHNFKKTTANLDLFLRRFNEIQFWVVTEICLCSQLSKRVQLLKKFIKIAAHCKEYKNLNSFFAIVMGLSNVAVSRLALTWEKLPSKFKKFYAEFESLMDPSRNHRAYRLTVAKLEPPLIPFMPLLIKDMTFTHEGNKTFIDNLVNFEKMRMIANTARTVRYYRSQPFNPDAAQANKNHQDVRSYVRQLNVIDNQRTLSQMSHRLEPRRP
# TDP43 rescue = rescues yeast growth from TDP-43 toxicity. Potency, µM (series often up to 46.1 µM), for inactives: top-dose growth rescue (activation), hits mostly activators. TDP-43 expressing yeast growth rescue, BacTiter-Glo, 24 h. hit rate 1.8% among 410,000. AID 652104; further: potency means the concentration at half of the fitted maximal effect; % of control where 0% means no effect; nearly all actives have a fitted effect of over 50% in size
#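 Growth rescue of TDP-43-toxic yeast measured as ATP luminescence (BacTiter-Glo). Cells grown to mid-log in raffinose, induced in galactose at OD600=0.02, exposed to compound 24 hr at 30 deg C.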
# Abeta rescue = restores growth of yeast expressing A-beta42 peptide; Potency, µM (top dose mostly 46.1 µM), inactives show top-dose growth rescue, usual class: activators; yeast expressing A-beta42, growth rescue, OD600, 48 h; response scale: 0% DMSO, 100% iron-clioquinol control; AID 1347071; hit rate 0.063% among 410,000; further: potency means the concentration at half of the fitted maximal effect; nearly all actives have a fitted effect of over 55% in size
#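 Growth rescue measured by 600 nm absorbance after 48 h yeast culture at 30 C with compound. Values normalized between DMSO and an equimolar ferric chloride plus clioquinol control.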
# FUS yeast rescue = rescues growth of FUS-expressing yeast. Potency, µM (top dose mostly 76.6 µM), for the others: top-dose growth rescue (activation), actives largely listed as activators. AID 1347120. S. cerevisiae FUS-expressing, growth rescue, OD600, 24 h. hit rate 0.24% among 390,000;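 further: potency means the concentration at half of the fitted maximal effect; plate controls were DMSO vehicle for no effect and reference control for full effect; nearly all actives have a fitted effect of over 55% in size; some results filed as inactive show a strong effect at the top dose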
#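 Yeast FUS proteinopathy model; galactose-induced FUS (2%), starting OD 0.005. Cpds in dilution series, 24hr, 30C, 99% humidity. Abs 600 nm growth. Pos ctrl CP55940 (top 92uM final); neg ctrl DMSO.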
# D3 antag = blocks the human D3 dopamine receptor | D3R cells, DiscoveRx beta-arrestin luminescence, antagonist mode; active compounds read low | P35462 | hit rate 2.5% among 360,000 | max response, negative = inhibition, %; in the data active means max response below about -50%; inconclusive means no clear call, values can overlap the other calls; further: on the % scale 0 is the no-effect control and ±100 the full control effect; mostly tested at two doses, the higher about 12 µM
#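 Cells plated overnight at 1500 cells/well, then exposed to library compounds with dopamine controls for 90 minutes at 37 degrees C. DiscoveRx reagent added for 30–60 minutes at room temperature; luminescence read, quantitative HTS format.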
# EPAC2 agonist = EPAC2 (human) agonism. Q8WZA2. EPAC2 activation, biochemical qHTS; response scale: 100% = 6.5 mM cAMP response. Potency, µM (highest dose often 154 µM), without a hit: at the top dose activation, actives largely listed as activators. hit rate 0.079% among 360,000. AID 720711; further: potency means the concentration at half of the fitted maximal effect; nearly all actives have a fitted effect of over 50% in size
#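 qHTS, titration series. 100 nM EPAC2 / 250 nM Rap1B-BODIPY-GDP / 50 uM GDP; RT; ex 480/em 540 nm, 5-min reads to 30 min. Norm. to 6.5 mM cAMP = activation.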
# D3 ag = activates the human D3 dopamine receptor. P35462. D3R DiscoveRx beta-arrestin cells, luminescence, 90 min. max activation, %. hit rate 0.58% among 410,000. AID 652048; in the data active means max activation above about 30%; further: 0% is about no effect; mostly tested at two doses, the higher about 12 µM
#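 Agonist-mode cell screen: cells plated at 1500/well and incubated overnight at 37 °C, then exposed to library compounds for 90 min at 37 °C. Detection reagent was added for 30–60 min at room temperature, and luminescence was read.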
# aSyn yeast inh = inhibitors of alpha-synuclein toxicity in yeast. Yeast expressing alpha-synuclein, growth rescue, BacTiter-Glo, 24 h. Potency, µM (doses to about 46.1 µM), without a hit: top-dose growth rescue (activation), most hits filed as activators. hit rate 0.14% among 370,000; further: potency means the concentration at half of the fitted maximal effect; % of control where 0% means no effect; nearly all actives have a fitted effect of over 65% in size
#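 Readout is rescue of growth in alpha-synuclein-expressing yeast, so inhibitors of toxicity appear as activators. Growth after 24 hr at 30 deg C in galactose medium is quantified by luminescence.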
# * hit, by the source's call; ? = inconclusive; · = no result given; [ ] = remark or other dose. Unless noted, the call rests on the fitted dose curve; in most records, active means well fitted curve in the direction sought with a large enough effect; inconclusive means small, poorly fitted or top-dose-only effect, or another doubt; inactive means no such curve, though single readings can be large; an effect the other way counts as inactive or inconclusive. The list is partial, so the mix of outcomes need not match the whole.
# Field names – A = EPAC2 antag; B = TDP43 rescue; C = Abeta rescue; D = FUS yeast rescue; E = D3 antag; F = EPAC2 agonist; G = D3 ag; H = aSyn yeast inh
Cc1nnc(SCc2ccc(F)cc2Cl)s1
  A: 14%; B: ?; C: 18%; D: ·; E: -4; F: -2%; G: -6; H: -2%
Cc1ccc(NC(=O)CSc2nnc(-c3cc4occc4n3C)n2-c2ccccc2C)c(C)c1
  A: ·; B: 11%; C: 7%; D: 33%; E: ·; F: ·; G: 5; H: ·
O=C(NCCc1ccncc1)Nc1ccccc1Cl
  A: 6%; B: -16%; C: 27%; D: -15%; E: 12; F: 12%; G: 2; H: 0%
O=C(NCc1ccc2c(c1)OCO2)c1ccc(NS(=O)(=O)c2ccc3c(c2)OCCO3)cc1
  A: -19%; B: -16%; C: 3%; D: 20%; E: -16; F: 15%; G: 14; H: 6%
COc1ccc(CNC(=O)C(C)NS(=O)(=O)c2ccc(C)cc2)cc1 (stereo not given)
  A: 14%; B: 7%; C: -1%; D: -13%; E: 4; F: 5%; G: 3; H: -1%
COC(=O)c1cc(CN2C(=O)c3ccccc3C2=O)c(O)c([N+](=O)[O-])c1
  A: 5%; B: -2%; C: -7%; D: -22%; E: -16; F: 8%; G: -6; H: 15%
C[C@H](CO)N1C[C@H](C)[C@@H](CN(C)Cc2ccc3c(c2)OCO3)Oc2ccc(NS(C)(=O)=O)cc2C1=O
  A: -2%; B: 5%; C: 1%; D: -13%; E: 0; F: 2%; G: 9; H: -9%
CC(C)(C)C1CCNC(=O)CC1 (stereo not given)
  A: 1%; B: 20%; C: 0%; D: -7%; E: 6; F: 0%; G: 0; H: -6%
O=S1c2ccccc2Sc2ccccc21
  A: -4%; B: ?; C: 10%; D: ·; E: -9; F: 8%; G: 4; H: 6%
CN1OC[C@@H]2CN(Cc3ccccc3)[C@H](c3cccc(-c4ccccc4)c3)C[C@@H]21
  A: -20%; B: 0%; C: 4%; D: 12%; E: 8; F: 15%; G: 1; H: 0%
COc1ccc(CCNC(=O)c2ccc(Nc3nc4ccccc4n4nnnc34)cc2)cc1OC
  A: ·; B: -20%; C: -21%; D: ?; E: ·; F: ·; G: -2; H: ·
CC(C)CCOc1ccc(C(=O)NCC(c2ccco2)N(C)C)cc1 (stereo not given)
  A: 5%; B: -1%; C: 0%; D: 24%; E: 0; F: -2%; G: -5; H: 0%
COc1cc(C=Nc2ccccc2C(=O)Nc2ccccc2)cc(OC)c1OC
  A: -5%; B: -1%; C: 1%; D: 13%; E: -5; F: -2%; G: -2; H: -2%
Cc1ccnc(NC(=O)c2cc([N+](=O)[O-])cc([N+](=O)[O-])c2)c1
  A: 4%; B: -11%; C: 22%; D: 12%; E: -4; F: -1%; G: 5; H: 2%
CCc1cc2c(=O)[nH]c(Cc3ccc(Cl)cc3)nc2s1
  A: -4%; B: 0%; C: 13%; D: 3%; E: -2; F: 5%; G: 3; H: 1%

# Profiles as entered above.
# `Cc1nnc(SCc2ccc(F)cc2Cl)s1` is listed as EPAC2 antag: 14%; TDP43 rescue: ?; Abeta rescue: 18%; FUS yeast rescue: ·; D3 antag: -4; EPAC2 agonist: -2%; D3 ag: -6; aSyn yeast inh: -2%
# `Cc1ccnc(NC(=O)c2cc([N+](=O)[O-])cc([N+](=O)[O-])c2)c1` is listed as EPAC2 antag: 4%; TDP43 rescue: -11%; Abeta rescue: 22%; FUS yeast rescue: 12%; D3 antag: -4; EPAC2 agonist: -1%; D3 ag: 5; aSyn yeast inh: 2%

# (listing goes on)
# Field names – A = EPAC2 antag; B = TDP43 rescue; C = Abeta rescue; D = FUS yeast rescue; E = D3 antag; F = EPAC2 agonist; G = D3 ag; H = aSyn yeast inh
COc1ccc(CNC(=O)c2cc(-c3cccs3)on2)cc1
  A: -5%; B: 5.6µM*; C: -19%; D: 35%; E: -11; F: 14%; G: -18; H: -4%
Cc1ccc(Cn2cnc3c(oc4ccccc43)c2=O)cc1
  A: ·; B: 0%[9.22 µM]; C: 1%; D: -19%; E: ·; F: ·; G: 7; H: ·
COc1ccc(-c2cc(=O)c3cc(O)ccc3o2)cc1
  A: 10%; B: ?; C: 2%; D: 19%; E: 10; F: 10%; G: -15; H: 3%
COC(=O)c1sc(S(=O)(=O)Nc2ccc(C)cc2)c(C(=O)OC)c1C
  A: -14%; B: 20µM*; C: -3%; D: 10%; E: 20; F: 4%; G: -9; H: 5%
O=C(Nc1ccccc1C(=O)O)/C(=C/c1ccc(Cl)cc1Cl)NC(=O)c1ccco1
  A: 0%; B: -14%; C: -12%; D: ·; E: 10; F: 10%; G: -16; H: -4%
CC(=O)Nc1nnc(SCc2cc(=O)c3cccc(C)c3[nH]2)s1
  A: ·; B: -14%; C: -8%; D: -1%; E: ·; F: ·; G: -1; H: ·
CC(=O)NS(=O)(=O)c1ccc(NC(=O)c2ccc(Cl)cc2[N+](=O)[O-])cc1
  A: -7%; B: -15%; C: -12%; D: 23%; E: 14; F: 1%; G: 4; H: 3%
CC1Sc2ccc(C(=O)N3CCCC(C(F)(F)F)C3)cc2NC1=O (stereo not given)
  A: 9%; B: -9%; C: -13%; D: 7%; E: 6; F: -2%; G: 5; H: 1%
O=C(NC(=S)Nc1ccc(Cc2ccncc2)cc1)c1ccc(F)cc1
  A: -6%; B: 17%; C: -2%; D: -14%; E: -10; F: 11%; G: 1; H: 4%
CCN(CC)C(=O)CSc1nnc(-c2cccs2)n1Cc1ccco1
  A: 11%; B: -8%; C: -2%; D: 13%; E: 10; F: 10µM*; G: -2; H: 6%
COc1ccccc1C1=CC(=O)C[C@H](c2ccc(F)cc2)C1
  A: ?; B: 16µM*; C: 7%; D: ?; E: -18; F: 16%; G: 2; H: 13%
C=CC1=C2C=C(C3CC3)N(CC3CC3)C=C2C(=O)C(C)(OC(=O)c2ccco2)C1=O (stereo not given)
  A: -18%; B: -19%; C: 8%; D: 39%; E: 0; F: -6%; G: -8; H: -1%
Cc1ccc(N(C)S(=O)(=O)c2cccc(C(=O)NC3CC(C)(C)NC(C)(C)C3)c2)cc1
  A: 2%; B: -11%; C: 1%; D: 4%; E: -7; F: 2%; G: -3; H: 2%
O=C(COC(=O)/C=C/c1cccc(Br)c1)NC1CCCCCC1
  A: -3%; B: -10%; C: -7%; D: 1%; E: -15; F: 11%; G: 4; H: 1%[1.84 µM]
CCc1ccccc1N1CC23C=CC(O2)C(C(=O)OC)C3C1=O (stereo not given)
  A: 24%; B: 18%; C: -11%; D: -14%; E: -3; F: 7%; G: 6; H: -8%
O=C(N[C@@H](Cc1ccccc1)C(=O)N1CCN(S(=O)(=O)c2cccc(F)c2)CC1)c1ccco1
  A: 4%; B: 10%; C: 6%; D: 27%; E: -1; F: 10%; G: 2; H: 7%
O=C(CSc1nnc(-c2cccnc2)o1)Oc1ccccc1
  A: -1%; B: -3%; C: 9%; D: 30%; E: 5; F: 11%; G: -3; H: -1%
COc1ccc(C(O)P(=O)(OCC(C)C)OCC(C)C)c(OC)c1 (stereo not given)
  A: -5%; B: -7%; C: 13%; D: ·; E: -3; F: 1%; G: 1; H: 0%
COC(=O)c1c(N2C(=O)[C@H]3[C@@H](C2=O)[C@]2(C(=O)Nc4c(C)cccc42)N2CCC[C@@H]32)sc(C)c1C
  A: -13%; B: -1%; C: 0%; D: ·; E: 0; F: -11%; G: 2; H: 2%
COc1cc(CN2CCC(N3CCC(C(=O)N4CCCC4)CC3)CC2)cc2c1OCO2
  A: 1%; B: -13%; C: 0%; D: 2%; E: 5; F: 9%; G: -14; H: -6%
O=C(CN1CCN(S(=O)(=O)c2ccc(F)cc2)CC1)Nc1ccc(Cl)cn1
  A: -12%; B: 21%; C: 10%; D: -2%; E: 9; F: 9%; G: 1; H: 4%
CN(C)c1nc(NCc2ccccc2)nc(Oc2ccc(=O)[nH]n2)n1
  A: 2%; B: 10%; C: 6%; D: 16%; E: 1; F: -1%; G: 1; H: 2%
CCOc1ccc2nc(N3CCCN(C(=O)Nc4ccccc4C)CC3)c(C#N)cc2c1
  A: 4%; B: ?; C: -22%; D: ·; E: -3; F: 2%; G: 7; H: 2%
Cc1c(O)nc(SCC(=O)Nc2cccc(C(F)(F)F)c2)n(-c2ccccc2)c1=O
  A: -6%; B: 26%; C: -5%; D: ·; E: -2; F: -7%; G: -9; H: -5%
Cc1nn2c(-c3ccc(Cl)cc3)nnc2s1
  A: 5%; B: ?; C: -23%; D: 13%; E: -11; F: 2%; G: -5; H: 5%
O=C(C1=NOC2(C1)C(=O)N(Cc1ccccc1)c1ccccc12)N1CCOCC1 (stereo not given)
  A: -2%; B: ?; C: 2%; D: 27%; E: 27; F: 3%; G: 5; H: 6%
O=C1CN=C(Nc2cccc(C(F)(F)F)c2)N1C1CCCC1
  A: 14%; B: -18%; C: -9%; D: -4%; E: -25; F: 11%; G: -5; H: 1%
CC(C)Oc1ccc(CSC(=N)N)cc1
  A: 7%; B: 0%; C: -5%; D: 11%; E: -21; F: -3%; G: -38; H: -3%
CCOc1ccc2nc(N3CCCC(C(=O)NCCCN4CCOCC4)C3)sc2c1 (stereo not given)
  A: 2%; B: -7%; C: -17%; D: -10%; E: -26; F: 6%; G: -9; H: -6%
C=CCn1c2ccccc2c2nnc(SCCCn3c(=O)[nH]c4ccccc43)nc21
  A: 6%; B: 5%; C: 15%; D: 33%; E: 80; F: 8%; G: 32*; H: 15%
CCn1c(=O)n(CC)c2cc(N3CCCC3)c(NC(=O)c3ccccc3C)cc21
  A: -9%; B: 8%; C: -10%; D: 20%; E: -2; F: 4%; G: 3; H: -6%
NN1C(=O)/C(=C\c2ccco2)SC1=S
  A: 4%; B: 4%; C: -22%; D: 6%; E: -1; F: 10%; G: 16; H: -4%
O=S(=O)(Nc1ncccn1)c1ccc(NC(=S)NCc2ccco2)cc1
  A: 3%; B: -18%; C: -20%; D: 6%; E: 10; F: 2%; G: 2; H: -7%

# Single entries from the results shown.
# D3 antag with O=C(CSc1nnc(-c2cccnc2)o1)Oc1ccccc1 → 5
# TDP43 rescue with COC(=O)c1c(N2C(=O)[C@H]3[C@@H](C2=O)[C@]2(C(=O)Nc4c(C)cccc42)N2CCC[C@@H]32)sc(C)c1C → -1%
# aSyn yeast inh with Cc1c(O)nc(SCC(=O)Nc2cccc(C(F)(F)F)c2)n(-c2ccccc2)c1=O → -5%
